Screens (PubChem)
HP1b chromo inh: HTS for Inhibitors of HP1-beta Chromodomain Interactions with Methylated Histone Tails; AlphaScreen HP1-beta / biotin-H3K9me3 peptide binding; Potency, µM (series often up to 114 µM), without a hit: at the top dose activity change, negative = inhibition, most hits filed as inhibitors; hit rate 0.56% among 390,000; AID 540317, 2011; also: nearly all actives have a fitted effect of over 70% in size; inactives centre near 23
Target sequence (P83916 whole entry, looked up): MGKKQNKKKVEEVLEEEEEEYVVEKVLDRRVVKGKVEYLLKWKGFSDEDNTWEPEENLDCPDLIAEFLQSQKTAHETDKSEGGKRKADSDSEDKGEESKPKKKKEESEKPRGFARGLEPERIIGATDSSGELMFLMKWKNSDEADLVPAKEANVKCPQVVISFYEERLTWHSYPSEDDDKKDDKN
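Compound inhibition of the preformed complex between 50 nM HP1-beta and 50 nM biotinylated H3K9me3 peptide was read by AlphaScreen. Buffer was PBS pH 7.4 with 0.01% Tween-20. Incubations ran 30 min at room temperature, with 10 ug/mL donor/acceptor beads.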
G9a inh: qHTS Assay for Inhibitors of Histone Lysine Methyltransferase G9a. hit rate 8.8% among 350,000. G9a H3K9 monomethylation, AlphaScreen, 2 h. Potency, µM (titrated, usually from 102 µM), for the others: at the top dose activity, negative = inhibition, most hits filed as inhibitors; also: % is scaled to controls: 0 for no effect and ±100 for the full control effect; nearly all actives have a fitted effect of over 75% in size
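G9a (20 nM) was preincubated 15 min with compound, then reacted 2 h at room temperature with 500 nM biotin-H3K9 peptide and 20 µM SAM. Monomethyl-H3K9 detected by AlphaScreen using anti-H3K9me1 antibody.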
BLM inh: qHTS Assay for Inhibitors of Bloom's syndrome helicase (BLM); recombinant BLM DNA unwinding, fluorescence dequenching; AID 2528, 2010; RecQ-like DNA helicase BLM (Homo sapiens), P54132; Potency, µM (series often up to 56.1 µM), inactives show at the highest dose activity change, negative = inhibition, most hits filed as inhibitors; hit rate 0.2% among 350,000;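 also: plate controls were vehicle for no effect and no enzyme for full effect; nearly all actives have a fitted effect of over 35% in size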
POLI inh: qHTS for Inhibitors of Polymerase Iota | Pol iota fluorescent replication assay, 10 min | hit rate 1% among 390,000 | Potency, µM (top dose mostly 115 µM), without a hit: at the top dose activity, negative = inhibition, most hits filed as inhibitors | DNA polymerase iota (Homo sapiens), Q9UNA4
Target sequence (Q9UNA4 whole entry, looked up): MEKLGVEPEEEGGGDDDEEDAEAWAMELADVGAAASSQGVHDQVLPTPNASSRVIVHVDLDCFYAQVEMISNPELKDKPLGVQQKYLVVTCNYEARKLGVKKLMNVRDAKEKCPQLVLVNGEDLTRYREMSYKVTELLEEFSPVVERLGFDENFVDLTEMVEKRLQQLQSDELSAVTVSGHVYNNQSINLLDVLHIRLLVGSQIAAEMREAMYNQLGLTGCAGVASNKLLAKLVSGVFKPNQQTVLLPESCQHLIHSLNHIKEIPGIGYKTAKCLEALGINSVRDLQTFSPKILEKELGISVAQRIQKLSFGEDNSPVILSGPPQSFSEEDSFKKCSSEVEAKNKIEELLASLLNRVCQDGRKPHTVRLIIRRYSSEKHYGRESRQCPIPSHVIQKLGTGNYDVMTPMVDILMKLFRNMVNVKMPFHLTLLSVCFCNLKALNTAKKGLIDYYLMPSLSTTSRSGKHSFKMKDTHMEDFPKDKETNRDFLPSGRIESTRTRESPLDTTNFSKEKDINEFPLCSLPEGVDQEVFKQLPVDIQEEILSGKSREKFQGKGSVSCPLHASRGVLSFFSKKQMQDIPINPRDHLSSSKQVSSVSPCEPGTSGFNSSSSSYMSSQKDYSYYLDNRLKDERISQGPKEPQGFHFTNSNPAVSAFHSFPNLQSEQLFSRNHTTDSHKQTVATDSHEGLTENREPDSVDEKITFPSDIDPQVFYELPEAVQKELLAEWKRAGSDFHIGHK
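Pol iota at 10 nM preincubated 15 min with compounds at room temperature; reaction started with fluorescent substrate, 50 nM final. Fluorescence read kinetically at 0 and 10 min; buffer-only wells as negative control.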
Tb PGK inh: qHTS Assay to Find Inhibitors of Phosphoglycerate Kinase; Phosphoglycerate kinase, glycosomal (Trypanosoma brucei brucei), P07378; PGK/GAPDH coupled, Kinase-Glo luminescence, 60 min; Potency, µM (highest dose often 57.5 µM), for inactives: top-dose activity change, negative = inhibition, most hits filed as inhibitors; hit rate 0.043% among 380,000; AID 602233, 2012; also: % is scaled to controls: 0 for no effect and ±100 for the full control effect; nearly all actives have a fitted effect of over 60% in size
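Recombinant glycosomal PGK reaction used 1,3-bisphosphoglycerate generated in-well by GAPDH (100nM final) in 100mM TEA pH 7.6, 5mM MgCl2, 0.01% Tween-20. After 60 minutes at room temperature, ATP was read by Kinase-Glo Plus luminescence end-point.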
JMJD2A Tudor: qHTS Assay for Inhibitors of JMJD2A-Tudor Domain; AlphaScreen JMJD2A-Tudor / H3K4me3 peptide binding; Potency, µM (top dose mostly 114 µM), for inactives: at the highest dose activity change, negative = inhibition, actives largely listed as inhibitors; AID 504339, 2011; Lysine-specific demethylase 4A (Homo sapiens), O75164; hit rate 4.4% among 390,000; also: % is scaled to controls: 0 for no effect and ±100 for the full control effect; nearly all actives have a fitted effect of over 50% in size
BAZ2B block: qHTS Assay for Inhibitors of BAZ2B; Bromodomain adjacent to zinc finger domain protein 2B (Homo sapiens), Q9UIF8; AlphaScreen BAZ2B-H3K14Ac peptide displacement; Potency, µM (titrated, usually from 114 µM), for inactives: at the highest dose activity change, negative = inhibition, actives largely listed as inhibitors; hit rate 4.4% among 360,000; AID 504333, 2011; also: % is scaled to controls: 0 for no effect and ±100 for the full control effect; nearly all actives have a fitted effect of over 60% in size
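Complex of BAZ2B and biotin-H3K14Ac (50 nM apiece) forms over 30 min at RT, then faces library compounds up to 110 uM for another 30 min; AlphaScreen beads added, 20 min dark incubation, luminescence read.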
GLS inh: qHTS for Inhibitors of Glutaminase (GLS); Glutaminase kidney isoform, mitochondrial (Homo sapiens), O94925; GLS enzymatic activity, qHTS titration; Potency, µM (highest dose often 45.5 µM), without a hit: top-dose activity change, negative = inhibition, most hits filed as inhibitors; hit rate 0.21% among 410,000; AID 624170, 2012; also: % is scaled to controls: 0 for no effect and ±100 for the full control effect
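Read-out is an Amplex red fluorescence increase coupled through glutamate oxidase and HRP, measured before and after 30 min room-temperature incubation. hKGA is in 45 mM KH2PO4 (pH 8.2) with 0.02% Tween-20; glutamine added as 1mM solution.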
Pin1 inh: qHTS Assay to Find Inhibitors of Pin1; Peptidyl-prolyl cis-trans isomerase NIMA-interacting 1 (Homo sapiens), Q13526; hit rate 0.009% among 390,000; AID 504891, 2011; Pin1 FP peptide displacement, HiFluor488, 10 min; Potency, µM (series often up to 115 µM), inactives show at the highest dose activity, negative = inhibition, most hits filed as inhibitors; active = well fitted inhibition curve with a large enough effect in the polarisation, with a control signal flat, not every such curve was filed as active; inconclusive = small, poorly fitted or top-dose-only effect, or effect the other way, or a change in a side signal; inactive = no such curve, though single readings can be large or run the other way; the % refers to the polarisation; also: % is scaled to controls: 0 for no effect and ±100 for the full control effect
Target sequence (Q13526 whole entry, looked up): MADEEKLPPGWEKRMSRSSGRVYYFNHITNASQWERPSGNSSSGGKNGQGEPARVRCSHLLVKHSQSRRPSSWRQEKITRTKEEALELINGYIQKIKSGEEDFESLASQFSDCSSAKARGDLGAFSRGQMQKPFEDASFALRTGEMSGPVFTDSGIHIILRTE
The depositor's hits bear a star; i = inactive; ? = inconclusive; · = not tested or not shown; & = joins results of further samples; [ ] = another dose, or the depositor's remark. Unless noted, calls follow the shape of the dose curve; as a rule, active = well fitted curve in the direction sought with a large enough effect; inconclusive = small, poorly fitted or top-dose-only effect, or another doubt; inactive = no such curve, though single readings can be large; an effect the other way counts as inactive or inconclusive. Potency is read from the fitted curve at half-maximal effect. A portion of the library; rates above refer to the full screens.

SMILES	HP1b chromo inh	G9a inh	BLM inh	POLI inh	Tb PGK inh	JMJD2A Tudor	BAZ2B block	GLS inh	Pin1 inh
Cc1ccc([N+](=O)[O-])cc1N=Nc1c(-c2ccc([N+](=O)[O-])cc2)[nH]n(C(N)=S)c1=O	-4%	?	-2%	?	-26%	?	32µM*	16%	·
CCOC(=O)C1(CC2CCCCO2)CCN(Cc2nccn2-c2cccc(C)c2)CC1 (stereo unspecified)	11%	14%	-4%	-32%	4%	-24%	-20%	-4%	0%
O=C(CC(c1ccccc1)c1ccccc1)Nc1ccc(C(=O)O)cc1	20%	8%	0%	16%	i	-10%	0%	6%	0%
Cc1nc(SCC(=O)NCC2CCCO2)c2c(C)c(C)sc2n1 (stereo unspecified)	23%	·	·	6%	5%	-3%	·	2%	-9%
CCN(CC)C(=O)c1ccccc1NC(=O)c1cccc(S(=O)(=O)N(CC)CC)c1	30%	6%	3%	3%	-4%	-5%	4%	7%	3%
CN(CCCNC(=O)C1CCC(=O)N1Cc1ccccc1Cl)c1ccccc1 (stereo unspecified)	-3%	12%	-1%	-4%	-5%	-27%	-33%	42%[activator]	-7%
COc1ccc(CN(C)C(C)C(=O)Nc2cccc3ccccc23)cc1 (stereo unspecified)	2%	-6%	-8%	-2%	i	18%	-8%	-19%	-1%
NS(=O)(=O)c1cc2c(cc1C(F)(F)F)NCNS2(=O)=O	15%	11%[21.5 µM]	-3%	4%	-3%	-12%	-22%	1%	1%
O=c1cccc2n1Cc1cc3ccccc3nc1-2	22%	45µM*	-4%	18%	-2%	-9%	-27%	5%	2%
CC(=O)N1CCc2cc(S(=O)(=O)NC(CC(C)C)C(=O)NCCc3ccc(C)cc3)ccc21 (stereo unspecified)	36%	-5%[59 µM]	0%	?	-3%	-4%	·	-8%	-13%
O=C(NC1CCCCC1)C1CCN(c2cnccn2)CC1	13%	10%	0%	11%	-3%	-7%	18%	0%	1%
O=C(NCC1CCCO1)c1cc2ccccc2cc1O (stereo unspecified)	41%[activator]	-7%[0.501 µM]	·	-8%	-5%	-10%	-4%	?	2%
CCn1cc(C(=O)N2CCN(c3cccc(Cl)c3)CC2)c2cc(OC)c(OC)cc2c1=O	17%&28%	-4%[59 µM]	0%&-6%	-26%&9%	5%&-8%	-7%	-23%&7%	5%&1%	0%&-3%
COC(=O)C1CCN(Cc2cc(=O)oc3cc(OC)ccc23)CC1	18%	5%[12.7 µM]	3%	3%	-4%	0%	10%	10%	-3%
O=C(CNS(=O)(=O)c1ccccc1F)Nc1ccc(N2CCOCC2)cc1	20%	-34%[59 µM]	-4%	8%	-8%	-18%	0%	33%	-1%
N#CCCn1cc(C(=O)O)c(-c2cc3ccccc3o2)n1	31%	-34%	2%	-22%	-6%	-1%	3%	-3%	3%
Cn1c(N)c(C(=O)COC(=O)/C=C/c2cccc(F)c2)c(=O)n(C)c1=O	13%	17%[12.7 µM]	·	27%	9%	-4%	-3%	5%	-2%
O=C(NCCc1ccc(Cl)cc1)C1CCCN(c2ncnc3c2nc2n3CCCCC2)C1 (stereo unspecified)	46%[activator]	9%	1%	15%	i	-8%	-22%	-2%	3%
CCCCC[C@@H]1C=C(C(=O)O)[C@H](c2ccc3c(c2)OCO3)N1S(=O)(=O)c1ccc(C)cc1	9%	·	·	?	-12%	-32%	·	-1%	-11%
Cc1ccc(C(=O)Cn2c(C)cc(C)c(C#N)c2=O)cc1	58%[activator]	-8%[2.33 µM]	1%	?	2%	4%	-5%	-1%	-3%
COC(=O)c1ccc(CSC2=NC[C@@H]3[C@@H]4C(=O)N(Cc5ccccc5)C(=O)[C@@H]4[C@](Cc4ccccc4)(C(=O)OC)N23)cc1	-4%	·	·	-2%	-7%	79µM*	·	4%	13%
CCOc1ccc(-n2cc(C(=O)NCCOC)c3cc(OC)c(OC)cc3c2=O)cc1	0%	-2%	-2%	-10%	5%	-5%	-15%	2%	-9%
COc1ccc(CNC(=O)C(CC(C)C)NS(=O)(=O)c2ccc3c(c2)oc(=O)n3C)cc1 (stereo unspecified)	16%	-25%[59 µM]	0%	-6%	-1%	-17%	-17%	-10%	7%
COc1ccc(S(=O)(=O)NNC(=O)c2cc3ccccc3o2)cc1	30%	-13%	6%	28%	1%	4%	11%	1%	-1%
CCCCn1c(N)c(NCC)c(=O)[nH]c1=O	-10%	-2%	-9%	23%	-8%	-18%	-3%	-15%	?
COc1ccc(COC(=O)c2ccc(Cl)c(S(=O)(=O)N3CCOCC3)c2)cc1F	27%	19%	-9%	1%	-4%	-2%	4%	3%	-3%
Cc1cc(C)c(NC(=O)CCn2nnc3ccccc32)c(C)c1	25%	·	-5%	83%[activator]	i	-15%	-1%	2%	2%
Cc1ccc(N2CC(C(=O)OCC(=O)Nc3ccccc3F)CC2=O)cc1 (stereo unspecified)	27%	-18%	-1%	-9%	-2%	-8%	-16%	0%	3%
O=C(CCN1C(=O)C2C3C=CC(C3)C2C1=O)N1CCN(c2ccccn2)CC1 (stereo unspecified)	8%	-9%[59 µM]	3%	-1%[58.9 µM]	-6%	-11%	-2%	-1%	1%
O=C(NNC(=O)c1ccc2[nH]c(=O)c(=O)[nH]c2c1)c1cccc(Br)c1	41%[activator]	·	-3%	?	-12%	-15%	-24%	5%	?

One compound at a time, as listed above:
Results for Cc1ccc(C(=O)Cn2c(C)cc(C)c(C#N)c2=O)cc1 → HP1b chromo inh = 58%[activator]; G9a inh = -8%[2.33 µM]; BLM inh = 1%; POLI inh = ?; Tb PGK inh = 2%; JMJD2A Tudor = 4%; BAZ2B block = -5%; GLS inh = -1%; Pin1 inh = -3%
Results for O=C(NCC1CCCO1)c1cc2ccccc2cc1O (stereo unspecified) → HP1b chromo inh = 41%[activator]; G9a inh = -7%[0.501 µM]; BLM inh = ·; POLI inh = -8%; Tb PGK inh = -5%; JMJD2A Tudor = -10%; BAZ2B block = -4%; GLS inh = ?; Pin1 inh = 2%

(further entries)
SMILES	HP1b chromo inh	G9a inh	BLM inh	POLI inh	Tb PGK inh	JMJD2A Tudor	BAZ2B block	GLS inh	Pin1 inh
C(=N\Nc1nc2ccccc2[nH]1)/c1ccc2c(c1)OCCO2	-21%	?	-14%	?	i	?	?	11%	35%[activator]
Cc1ccc(NC(=O)CN2C(=S)NC(C)(C)CC2C)cc1Cl (stereo unspecified)	12%	16µM*	-5%	160%[activator]	3%	-15%	-22%	-20%	1%
Cc1ccc(N2C(=O)/C(=C\c3ccc(C(C)C)cc3)N=C2SC2CCOC2=O)cc1 (stereo unspecified)	19%	47%[activator][59 µM]	-2%	1%	0%	?	-4%	1%	3%
NC(=S)N/N=C/c1coc2cc(Cl)ccc2c1=O	6%	8%[59 µM]	-5%	9%	-7%	-16%	-21%	21%	27%
CC(C)(C)C1CCc2c(sc(NC(=O)c3cccs3)c2C(=O)N2CCCCC2)C1 (stereo unspecified)	16%	8%	-10%	10%	0%	-3%	5%	-5%	0%
CNC(=O)c1cc2cc(OC)ccc2n1CCN(C)C	25%	-29%	4%	-11%	-6%	14%	-22%	7%	0%
CCOC(=O)c1ccccc1NC(=O)CSc1ccc(-c2sc(-c3ccccc3)nc2C)nn1	25%	2%[59 µM]	-9%	20%	5%	-9%	-13%	8%	6%
Cc1ccc(Cn2nnc3c(=O)n(Cc4cc(C)ccc4C)cnc32)cc1	21%	-7%[59 µM]	-6%	8%	i[11.5 µM]	-1%	0%	4%	-4%
C=CCN(Cc1nc(-c2cc(OC)ccc2OC)oc1C)C1CCS(=O)(=O)C1 (stereo unspecified)	48%[activator]	?	-3%	14%	i	8%	-35%	-18%	13%
O=C(Nc1nncs1)Oc1ccccc1	63%[activator]	?	-8%	-2%	-12%	-2%[11.4 µM]	48%[activator]	-13%	-1%
CCOc1ccc(CCNC(=O)CCN2C(=O)COc3ccccc32)cc1OCC	18%	7%[0.501 µM]	-3%	12%	·	-9%	2%	1%	-7%
O=C(NCC(=O)N1CCN(c2ccccc2O)CC1)c1cccs1	13%	?	·	?	i	-24%	-17%	-13%	3%
COc1ccc(-c2c(C)c3ccc(O)c(CN4CCCC4)c3oc2=O)cc1OC	31%[57 µM]	13%[59 µM]	-1%	-27%	-7%	-3%	-2%	6%	-3%
CC(C)(C)NC(=O)c1ccc(COCC(F)(F)F)o1	-7%	9%[59 µM]	1%	21%	-2%	-4%	5%	0%	-1%
O=S1(=O)CC/C(=N/Nc2ccccn2)c2cc(F)ccc21	16%	·	0%	8%	-2%	-1%	-6%	-3%	-1%
COCCC(=O)N1CCCC(CCC(=O)NCc2ccc(F)c(F)c2)C1 (stereo unspecified)	37%	-4%	-2%	28%	1%	-6%	2%	2%	0%
CC(C)c1ccc(S(=O)(=O)N2CCN(C(=O)CN3C(=O)NC4(CCCCC4)C3=O)CC2)cc1	41%[activator]	-34%	·	22%	i	-1%	11%	0%	46%[activator]
COC(=O)C1C(c2ccccc2)C(C(=O)N2CCOCC2)C1c1ccccc1 (stereo unspecified)	39%	-7%	2%	-3%	-8%	1%	-2%	-2%	0%
CCOC(=O)c1cc(NC(=O)N2CCOCC2)c(C)nc1C	70%[activator]	-6%[59 µM]	0%	-11%	-7%	18%[11.4 µM]	-8%	0%	-11%
Nc1nnnn1/N=C/c1cccc(O)c1	32%	10%[59 µM]	2%	0%	-2%	-12%	-3%	13%	6%
